DRD3 agonist = activates the human D3 dopamine receptor | max activation, % | 410,000 compounds, 0.58% hits | D3R DiscoveRx beta-arrestin cells, luminescence, 90 min | P35462; in the data active means max activation above about 30%; further: 0% is about no effect; mostly tested at two doses, the higher about 12 µM
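Agonist mode: compounds and dopamine controls were applied to plated cells for 90 min at 37 degrees C after an overnight attachment at 1500 cells/well. Luminescent read-out followed 30 - 60 minutes at room temperature with DiscoveRx detection reagent.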
KB-V1 cytotox = KB-V1 MDR subline cytotoxicity; KB-V1 MDR cells viability, CellTiter-Glo, 72 h; AID 1347076; 400,000 compounds, 3.4% hits; Potency, µM (series often up to 46.1 µM), for the others: at the top dose activity change, negative = cytotoxicity, most hits filed as cytotoxic; further: potency means the concentration at half of the fitted maximal effect; on the % scale 0 is the no-effect control and ±100 the full control effect; nearly all actives have a fitted effect of over 60% in size
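KB-V1 cells (P-gp-expressing MDR subline of KB-3-1) in phenol-red-free DMEM with 10% FBS were exposed to library compounds over a concentration series for 72 h at 37 degrees C. Viability read by CellTiter-Glo luminescence; concentration-effect curves fitted after normalization.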
GLP-1R inv ag = acts as inverse agonist at human GLP-1 receptor; P43220; HEK293 GLP-1R CRE-luciferase, luminescence, 24 h; GLP-1R form is constitutively active; Potency, µM (doses to about 38.3 µM), inactives show at the top dose activity change, negative = inhibition, hits mostly inhibitors; 410,000 compounds, 1.6% hits; AID 624417; further: potency means the concentration at half of the fitted maximal effect; on the % scale 0 is the no-effect control and ±100 the full control effect; nearly all actives have a fitted effect of over 55% in size
Target sequence (P43220 whole entry, looked up): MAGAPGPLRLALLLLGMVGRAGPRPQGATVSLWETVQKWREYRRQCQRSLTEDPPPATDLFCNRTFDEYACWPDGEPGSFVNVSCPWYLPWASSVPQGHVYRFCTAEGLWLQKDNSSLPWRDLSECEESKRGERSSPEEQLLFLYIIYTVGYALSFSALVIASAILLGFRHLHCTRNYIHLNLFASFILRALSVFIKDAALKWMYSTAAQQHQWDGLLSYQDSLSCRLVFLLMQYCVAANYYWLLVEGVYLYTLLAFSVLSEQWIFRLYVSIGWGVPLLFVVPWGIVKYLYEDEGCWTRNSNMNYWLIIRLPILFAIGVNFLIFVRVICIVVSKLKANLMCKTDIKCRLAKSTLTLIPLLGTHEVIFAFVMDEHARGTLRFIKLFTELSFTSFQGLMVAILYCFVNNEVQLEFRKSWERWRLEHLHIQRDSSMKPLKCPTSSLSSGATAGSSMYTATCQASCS
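Inverse agonists were sought by their lowering of basal cAMP reporter luciferase output in HEK293 cells stably carrying constitutively active human GLP-1R, after 24 h compound treatment.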
aSyn yeast inh = inhibitors of alpha-synuclein toxicity in yeast. Yeast expressing alpha-synuclein, growth rescue, BacTiter-Glo, 24 h. Potency, µM (highest dose often 46.1 µM), inactives show top-dose growth rescue (activation), hits mostly activators. 370,000 compounds, 0.14% hits. AID 652106; further: potency means the concentration at half of the fitted maximal effect; % of control where 0% means no effect; nearly all actives have a fitted effect of over 65% in size
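Rescue of yeast growth: cells expressing toxic alpha-synuclein, induced in galactose at OD600 0.02, incubated with compound 24 h at 30 C. ATP luminescence quantified growth; inhibitors of toxicity appear as activators.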
TDP-43 yeast inh = rescues yeast growth from TDP-43 toxicity | TDP-43 expressing yeast growth rescue, BacTiter-Glo, 24 h | Potency, µM (doses to about 46.1 µM), for the others: at the highest dose growth rescue (activation), actives largely listed as activators | 410,000 compounds, 1.8% hits | AID 652104; further: potency means the concentration at half of the fitted maximal effect; % of control where 0% means no effect; nearly all actives have a fitted effect of over 50% in size
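Yeast expressing TDP-43 (pregrown in raffinose, seeded at OD600=0.02 in galactose medium) exposed to compounds 24 hr at 30 deg C. Growth read by BacTiter-Glo luminescence; rescue of toxicity appears as increased signal.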
PTHR1 ag = PTHR1 (human) receptor agonism; Q03431; HEK293 GP2 PTHR1 cells, GloSensor cAMP luminescence, 1 h; Potency, µM (series often up to 115 µM), for the others: at the highest dose activation, most hits filed as activators; 410,000 compounds, 0.075% hits; AID 743266; further: potency means the concentration at half of the fitted maximal effect; nearly all actives have a fitted effect of over 55% in size; some results filed as inactive show a strong effect at the top dose; inactives centre near -15; many of its hits are not listed in these tables
Target sequence (Q03431 whole entry, looked up): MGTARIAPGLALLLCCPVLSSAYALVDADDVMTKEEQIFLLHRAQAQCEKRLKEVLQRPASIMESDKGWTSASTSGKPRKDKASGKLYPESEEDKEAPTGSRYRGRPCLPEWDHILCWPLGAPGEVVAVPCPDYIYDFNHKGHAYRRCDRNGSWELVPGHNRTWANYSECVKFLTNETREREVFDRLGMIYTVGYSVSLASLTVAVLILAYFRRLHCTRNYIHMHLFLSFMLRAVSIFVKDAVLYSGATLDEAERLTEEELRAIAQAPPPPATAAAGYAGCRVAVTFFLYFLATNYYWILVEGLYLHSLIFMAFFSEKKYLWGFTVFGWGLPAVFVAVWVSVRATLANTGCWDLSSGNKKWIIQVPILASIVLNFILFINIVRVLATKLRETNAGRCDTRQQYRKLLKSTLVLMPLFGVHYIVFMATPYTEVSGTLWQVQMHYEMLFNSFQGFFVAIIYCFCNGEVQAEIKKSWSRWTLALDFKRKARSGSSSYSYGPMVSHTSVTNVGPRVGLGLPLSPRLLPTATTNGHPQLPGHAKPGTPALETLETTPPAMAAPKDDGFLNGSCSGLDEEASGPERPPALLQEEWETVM
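HEK-293-derived GP2 cells expressing PTHR1 and a GloSensor cAMP reporter, 3,000/well, plated overnight, given luciferin plus IBMX (each 0.5 mM as added) for 1 h at 37 °C, then compound for 1 h at 37 °C. Luminescence was read after 15 min at room temperature.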
GLP1R ag = agonists of human GLP-1 receptor | P43220 | HEK293 GLP-1R CRE-luciferase, luminescence, 4-6 h; cells express a hypersensitive GLP-1R form | Potency, µM (doses to about 45.6 µM), inactives show top-dose activation, most hits filed as activators | 380,000 compounds, 0.007% hits | AID 624172; further: potency means the concentration at half of the fitted maximal effect; % of control where 0% means no effect
D3 antag = antagonists of human D3 dopamine receptor; D3R cells, DiscoveRx beta-arrestin luminescence, antagonist mode; hits give low values; P35462; 360,000 compounds, 2.5% hits; max response, negative = inhibition, %; in the data active means max response below about -50%; inconclusive means no clear call, values can overlap the other calls; further: on the % scale 0 is the no-effect control and ±100 the full control effect; mostly tested at two doses, the higher about 12 µM
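Cells expressing the human receptor were seeded at 1500 cells/well, incubated overnight at 37 degrees C in 5% CO2, then exposed to library compounds with dopamine controls for 90 minutes at 37 degrees C before luminescent detection.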
HEK293 tox = cytotoxicity in counter-screen for GLP-1R inverse agonists. HEK293 cAMP-luciferase reporter cells, luminescence, 24 h. Potency, µM (titrated, usually from 38.3 µM), for inactives: top-dose activity change, negative = inhibition, usual class: inhibitors. 410,000 compounds, 0.13% hits;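 further: loss of luciferase light is scored as toxicity; potency means the concentration at half of the fitted maximal effect; on the % scale 0 is the no-effect control and ±100 the full control effect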
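Here, cytotoxicity is scored as loss of luminescence. The MLSMR collection was tested on cells seeded in medium containing 10% Nu serum, with a 24 hr compound exposure preceded by 12 hours of culture.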
The depositor's hits bear a star; i = inactive; ? = inconclusive; / = not tested or not shown; & = joins results of further samples; [ ] = dose if it differs, or a comment. Unless noted, the call rests on the fitted dose curve; in most records, active means well fitted curve in the direction sought with a large enough effect; inconclusive means small, poorly fitted or top-dose-only effect, or another doubt; inactive means no such curve, though single readings can be large; an effect the other way counts as inactive or inconclusive.

SMILES	DRD3 agonist	KB-V1 cytotox	GLP-1R inv ag	aSyn yeast inh	TDP-43 yeast inh	PTHR1 ag	GLP1R ag	D3 antag	HEK293 tox
CCOC(=O)c1ccc(N(C(=O)CNC(=O)c2ccco2)C(C(=O)NCC2CCCO2)c2ccc(OC)c(OC)c2)cc1 (stereo not drawn)	-19	10%	0%	-4%	-12%	i	4%	-29	-10%
Cc1ccc2oc(Nc3nc(-c4ccccc4)cc(=O)[nH]3)nc2c1	-7	?	?	1%	-7%	-58%	3%	?	-35%
Cc1ccc(NC(=O)C2CCC(CNC(=O)[C@@H]3Cc4ccccc4CN3)CC2)cc1 (stereo partly drawn)	4	0%	-21%	2%	11%	-5%	-6%	-1	-4%
COc1cc(CC(=O)OCC(=O)NCc2cccs2)cc(OC)c1OC	2	-7%	-3%	-2%	4%	i	-5%	?	-4%
COC(C[C@H]1O[C@@H]1[C@H](O)COCc1ccccc1)OC	7	-1%	12%	1%	14%	14%	-9%	33	1%
O=C(CSc1nc2nn(-c3ccccc3)c(=O)c-2c2n1CCCCC2)Nc1ccc(F)c(F)c1	-5	-17%	?	-4%	-16%	-19%	16%	-2	-18%
COc1ccccc1NC(=O)COC(=O)c1cnccn1	-1	0%	0%	6%	-3%	i	-15%	-14	-2%
COC(=O)c1cc2occc2n1Cc1nc(-c2ccc(Cl)cc2)oc1C	5&2	11%&11%	14%&1%	1%	14%&16%	-18%&-5%	1%	4	3%&8%
CC(C)C[C@H]1CN(CCCC[C@H]2CNC(=O)C(=O)N2Cc2ccccc2)C(=O)C(=O)N1CCc1ccccc1	2	1%	14%	5%	13%	-3%	4%	25	0%
CC(C)c1c(C(=O)N/N=C/c2cccnc2)nnn1-c1nonc1N	0	21%	1%	-1%	-1%	i	11%	1	194%[activator]
CCCN=CC1=C(O)CC(c2ccccc2)CC1=O (stereo not drawn)	7	0%	4%	-10%	22%	i	-2%	-23	-20%
CCN(CC)c1ccc(NC(=O)C(NS(=O)(=O)c2cccs2)C(C)C)c(C)c1 (stereo not drawn)	1	10%	?	/	1%	i	/	/	-3%
CCC(C)(C(=O)NC1CCCC1)N(C(C)=O)c1ccc(C)cc1 (stereo not drawn)	-7	-3%	0%	-3%	11%	i	1%	-12	18%
COC(=O)c1cc(CC(=O)c2ccc(O)cc2O)c(C)o1	-8	25%	11%	1%	-2%	-18%[57.5 µM]	11%	14	-7%
CCOc1ccc(C=NCC(O)c2ccccc2)cc1 (stereo not drawn)	3	20%	30%[activator]	-1%	8%	-3%	-6%	-9	-30%
CC(c1ccon1)N(C)C(=O)c1cccc(OC2CCN(S(C)(=O)=O)CC2)c1 (stereo not drawn)	2	-7%	9%	-6%	3%	i	-2%	11	2%
CN(C)c1ccc(C(=C2C=CC(=[N+](C)C)C=C2)c2ccc(N(C)C)cc2)cc1	-13	-24%	/	-85%[inhibitor]	/	/	-2%	/	/
COc1ccc(Cl)c(OC)c1C(=O)NC(=O)Nc1nc(C)nc(C)n1	4	-5%	23%	-6%	8%	i	13%	1	3%
CSc1nc(Sc2ccccc2Cl)c2ccccc2n1	-13	?	-7%	-1%	-4%	-10%[57.5 µM]	-3%	-22	24%
CCn1nnc(NC(=O)C(C)Oc2ccc(Cl)cc2Cl)n1 (stereo not drawn)	2	18µM*	6%	0%	15%	-22%[57.5 µM]	11%	-15	17%
CCOC1=C2CN(S(=O)(=O)c3ccc(C)cc3)[C@H](c3cccc4ccccc34)C[C@H]2C(C#N)(C#N)C(C#N)(C#N)C1	-1	14%	-39%	-1%	?	-91%[inhibitor]	-6%	-22	?
O=C(COC(=O)C(O)C(O)C(=O)OCC(=O)c1ccc(C(F)(F)F)cc1)c1ccc(C(F)(F)F)cc1 (stereo not drawn)	-8	1%	2%	4%	-1%	-10%	0%	-3	7%
CCC(=O)N1CCc2cc(Br)cc(S(=O)(=O)N3CCCC(C(=O)Nc4ccc(C(C)C)cc4)C3)c21 (stereo not drawn)	-8	-17%	10%	/	-8%	-11%	0%	/	4%
CCN(CC)S(=O)(=O)c1ccc(C(=O)NCc2cccs2)cc1	-8	-6%	8%	-1%	-10%	-62%[inhibitor]	1%	-20	7%
COc1ccc(S(=O)(=O)Nc2cc(-c3cn4ccc(C)cc4n3)ccc2C)cc1OC	-18	25%	-21%	/	-12%	-5%	/	/	-18%
COc1cc([N+](=O)[O-])cc(/C=N/NC(=O)Cn2nccc2C)c1O	-12	?	?	6%	25%	-7%	-2%	-53*	?
O=C(COC(=O)CC1CC2CCC1C2)Nc1cc([N+](=O)[O-])ccc1F (stereo not drawn)	-17	13%	?	15%	?	-41%[inhibitor]	6%	?	1%
CN(C)C1=NC[C@H](Cc2ccccc2)N1CCCC1CCCCC1	-1	-14%	50%[activator]	-8%	?	i	4%	13	-27%
O=C(c1ccccc1)N1CCN(S(=O)(=O)c2cccs2)CC1	0	-17%	-14%	-3%	0%	-14%	0%	-12	0%
O=C(CSc1nc2ccccc2n1Cc1ccccc1)N/N=C/c1ccccc1C(=O)O	-1	10%	23%	6%	-5%	i	2%	-1	-9%
CC1CCCN(C(=O)CCNC(=O)Cn2cnc3ccccc3c2=O)C1 (stereo not drawn)	-5	-17%	-24%	-6%	-9%	i	4%	-18	-13%
CCOc1ccc(C2CC(c3ccc(CC)cc3)n3nc(N)nc3N2)cc1 (stereo not drawn)	-8	-1%	-16%	11%	-7%	-8%	0%	-5	2%
O=S(=O)(NC1CCCCC1Sc1ncccn1)c1ccc(Cl)cc1 (stereo not drawn)	5	-7%	0%	20%	-3%	-19%	3%	5	-13%
O=Cc1c(N2CCCCCC2)nc2ccccn2c1=O	-4	17%	0%	1%	14%	-4%	10%	11	-54%
CCn1c(=O)c([N+](=O)[O-])c(N2CCN(Cc3ccc4c(c3)OCO4)CC2)c2ccccc21	-40	?	9%	-3%	-16%	-42%	1%	6	8%
NC(=O)c1ccccc1OCC(=O)Nc1cccnc1Cl	1	-3%	14%	-6%	-17%	-11%	2%	-3	8%
CCOc1ccc(S(=O)(=O)Nc2ccc(C(=O)N3CCCC3)cc2)cc1	4	-3%	8%	-4%	-4%	i	-3%	2	7%
COc1cccc(Oc2ccc(C(F)(F)F)cc2NC(=O)CN2C(=O)NC3(CCCC3)C2=O)c1	7	21%	?	0%	22%	-5%	3%	-23	-4%
COc1ccc(N2C(=O)CSC2c2ccccc2)cc1 (stereo not drawn)	5	-6%	-28%	4%	10%	i	13%	9	6%
O=C(CN1C(=O)COc2ccc(S(=O)(=O)N3CCOCC3)cc21)NCc1ccccn1	2	-9%	8%	-6%	3%	i	0%	-7	-6%
COc1cc2ncnc(NCCCN3CCOCC3)c2cc1OC	-7	8%	22%	-1%	13%	i	2%	-4	8%
Cc1ccccc1OC(=O)c1nc(SCc2ccccc2F)ncc1Cl	-19	10%	2%	/	-21%	-1%	/	/	0%
Cc1oc(C(=O)O)cc1CSCc1ccoc1C(=O)O	1	25%	11%	-4%	-9%	-13%[57.5 µM]	-6%	-9	-6%
CS(=O)(=O)NCCOc1ccc(S(=O)(=O)N2CCCc3ccccc32)cc1	-7	?	-17%	5%	-10%	i	3%	-12	7%
COc1cccc2c(Nc3ccccc3C)cc(C)nc12	-6	?	?	-2%	-15%	-39%[inhibitor]	-2%	-18	-22%
CCNC(=O)N1CCOCC1	-6	-10%	8%	-6%	-16%	-5%[57.5 µM]	0%	-23	4%
O=C(CN1CCN(S(=O)(=O)c2ccc(F)cc2)CC1)Nc1ccc(Cl)c(C(F)(F)F)c1	6	16µM*	?	23%	6%	-16%	-6%	63	?
CCOC(=O)c1sc2nc(NC(=O)COc3ccccc3)sc2c1C	-1	2%	5%	-2%	?	i	11%	21	-9%
COc1ccc(NC(=O)CN(C)C(=O)c2ccc(-c3ccccc3Cl)o2)cc1	-15	-2%	?	-1%	-12%	i	9%	-11	-21%
COc1ccc(C(O)Cn2ccsc2=NC(C)=O)cc1 (stereo not drawn)	-2	?	-32%	5%	-39%[inhibitor]	?	-1%	3	4%
The results go on:
SMILES	DRD3 agonist	KB-V1 cytotox	GLP-1R inv ag	aSyn yeast inh	TDP-43 yeast inh	PTHR1 ag	GLP1R ag	D3 antag	HEK293 tox
CC1(C)Cc2c(sc(NC(=O)c3ccco3)c2C#N)C(C)(C)N1	-3	18µM*	0%	1%	7%	i	0%	-4	9%
N=c1oc2ccccc2cc1-c1nc(-c2ccccc2)cs1	10	23µM*	0%	10%	23%	i	-1%	-18	144%[activator]
CC(=O)Nc1ccc(NC(=O)c2ccnn2C)cc1	-13	-4%	1%	-2%	-16%	-13%	1%	-24	0%
COc1ccc(-c2nc3c(c(SCc4cc(C)ccc4C)n2)Cc2c(CO)cnc(C)c2O3)cc1	9	9%	2%	/	14%	-20%	/	/	0%
CC(=O)C[C@H](O)CC(=O)[C@H]1OC(=O)CCCCCCCc2ccccc21	6	-6%	-7%	7%	15%	-15%	-1%	-1	-37%

Full records from above. Screens in order: DRD3 agonist | KB-V1 cytotox | GLP-1R inv ag | aSyn yeast inh | TDP-43 yeast inh | PTHR1 ag | GLP1R ag | D3 antag | HEK293 tox
`COc1cc([N+](=O)[O-])cc(/C=N/NC(=O)Cn2nccc2C)c1O` is entered as -12 | ? | ? | 6% | 25% | -7% | -2% | -53* | ?
`CC(C)c1c(C(=O)N/N=C/c2cccnc2)nnn1-c1nonc1N` is entered as 0 | 21% | 1% | -1% | -1% | i | 11% | 1 | 194%[activator]
`CCNC(=O)N1CCOCC1` is entered as -6 | -10% | 8% | -6% | -16% | -5%[57.5 µM] | 0% | -23 | 4%
`CCOC(=O)c1sc2nc(NC(=O)COc3ccccc3)sc2c1C` is entered as -1 | 2% | 5% | -2% | ? | i | 11% | 21 | -9%
`COc1ccccc1NC(=O)COC(=O)c1cnccn1` is entered as -1 | 0% | 0% | 6% | -3% | i | -15% | -14 | -2%

Assay outcomes (PubChem)

This is a subset; the hit share may differ from the screen's.
